Screening results as filed in PubChem BioAssay.
PRMT1 inh – PRMT1 (human) inhibition, primary screen; recombinant PRMT1, activity-based probe fluorescence polarization; inhibition, % at 2.79 µM; actives 1.3% (n = 370,000);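 active = inhibition above about 21% made by adding two undisclosed values, limit read from the data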
UHRF1 MBD2 ctr – human UHRF1 methylated DNA binding inhibitors; AID 687016; actives 0.75% (n = 370,000); UHRF1 binding to methylated oligo, TR-FRET; Q96T88; inhibition, % at 4.4 µM; in the data active = inhibition above about 21%;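 also: UHRF1 SRA domain binding a hemimethylated CpG hairpin DNA probe; 0% = median of test compound wells and 100% = reference inhibitor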
HTRA1 inhibitor – blocks human HTRA1 serine peptidase. Q92743. inhibition, % at 5.96 µM. AID 504803. actives 0.5% (n = 340,000). recombinant HTRA1, FP-rhodamine activity-based probe, fluorescence polarization; in the data active = inhibition above about 36%;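 also: 0% = enzyme with DMSO and 100% = wells lacking enzyme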
Target sequence (Q92743 whole entry, looked up): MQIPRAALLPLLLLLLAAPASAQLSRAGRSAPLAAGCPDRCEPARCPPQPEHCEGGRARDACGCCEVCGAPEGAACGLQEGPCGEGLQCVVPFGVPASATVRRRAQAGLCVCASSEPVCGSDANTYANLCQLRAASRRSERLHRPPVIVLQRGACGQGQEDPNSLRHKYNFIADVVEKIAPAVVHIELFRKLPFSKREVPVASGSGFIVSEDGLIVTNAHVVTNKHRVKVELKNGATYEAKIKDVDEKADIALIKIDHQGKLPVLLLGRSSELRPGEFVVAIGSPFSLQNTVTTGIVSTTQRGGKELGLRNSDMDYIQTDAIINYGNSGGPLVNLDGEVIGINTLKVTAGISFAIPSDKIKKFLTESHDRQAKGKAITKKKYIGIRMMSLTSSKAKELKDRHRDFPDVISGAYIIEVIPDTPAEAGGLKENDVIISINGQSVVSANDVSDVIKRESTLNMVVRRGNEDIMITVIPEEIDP
NR1D1 modulator – modulates human Rev-erb alpha binding to DNA. actives 0.79% (n = 370,000). Rev-erbα–FITC-DNA binding, fluorescence polarization, 90 min. activity, % at 10 µM;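 active = activity above about 14%, limit read from the data; passing the limit was not always enough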;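 also: 0% = DMSO wells with 35 nM protein and 100% = DMSO wells with 750 nM protein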
Target sequence (P20393 whole entry, looked up): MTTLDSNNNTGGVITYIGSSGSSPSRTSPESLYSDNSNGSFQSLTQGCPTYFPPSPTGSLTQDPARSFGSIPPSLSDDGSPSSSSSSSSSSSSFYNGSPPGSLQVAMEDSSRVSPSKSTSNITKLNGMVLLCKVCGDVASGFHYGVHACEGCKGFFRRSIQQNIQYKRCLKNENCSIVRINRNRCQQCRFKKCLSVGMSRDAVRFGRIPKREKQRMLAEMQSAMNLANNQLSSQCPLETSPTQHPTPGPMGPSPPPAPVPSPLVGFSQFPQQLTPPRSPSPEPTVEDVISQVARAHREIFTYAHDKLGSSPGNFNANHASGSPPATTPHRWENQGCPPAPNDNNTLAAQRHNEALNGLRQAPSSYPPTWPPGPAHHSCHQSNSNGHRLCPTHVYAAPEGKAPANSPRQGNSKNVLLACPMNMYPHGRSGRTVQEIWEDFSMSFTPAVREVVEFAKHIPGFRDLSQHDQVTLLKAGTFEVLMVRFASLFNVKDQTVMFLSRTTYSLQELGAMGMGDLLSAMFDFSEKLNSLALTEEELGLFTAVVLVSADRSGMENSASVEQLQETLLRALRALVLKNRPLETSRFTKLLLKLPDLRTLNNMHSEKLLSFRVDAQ
rCAG RNA binder – molecules binding r(CAG) RNA repeats. r(CAG) RNA repeat, TO-PRO-1 dye displacement fluorescence. inhibition, % at 3 µM. actives 1.3% (n = 370,000);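 active = inhibition above the plate cutoff, the mean of all test compounds on that plate plus 3 SD, cut at about 35% in these data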;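 also: 0% = DMSO alone and 100% = 100 µM mitoxantrone as full dye displacement; higher means more dye released from RNA so lower well fluorescence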
ABHD4 inh – inhibitors of mouse ABHD4. purified mABHD4, FP-Rh probe fluorescence polarization. inhibition, % at 8.92 µM. Q8VD66. actives 0.54% (n = 370,000);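 active = inhibition exceeding the mean over every tested compound plus 3 SD, cut at about 30% in these data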;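 also: 0% = plate median of compound wells and 100% = S159A mutant with DMSO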
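Test system: mABHD4 protein | Buffer or medium: HEPES pH 7.0 buffer, 150 mM NaCl, 0.01% Pluronic F-127 | Probe or stimulus: FP-Rh fluorescent activity-based probe, added after compound pre-incubation | Timing: Pre-incubation 45 min, probe exposure 60 min, at 25 °C | Technique: Fluorescence polarization, excitation 525 nm, emission 598 nm, BODIPY TMR filters | Repeats: Single well per compound (singlicate)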
TCR-CD3 inh – inhibitors of human TCR-CD3 interaction | TAMRA-labeled TCR probe fluorescence, biochemical | inhibition, % at 9.4 µM | actives 0.37% (n = 360,000) | AID 651800; in the data active = inhibition above about 19%;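 also: recombinant mutant TCR 2C K166C tagged with TAMRA read by polarization; 0% = receptor in buffer alone and 100% = receptor with positive control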
MBD2 DNA inh – MBD2-methylated oligo binding inhibition; Q9UBB5; TR-FRET, MBD2 binding to methylated oligonucleotide; inhibition, % at 4.4 µM; actives 0.31% (n = 370,000); in the data active = inhibition above about 13%
LEDGF integ inh – blocks HIV-1 LEDGF/p75-dependent DNA integration; actives 0.64% (n = 370,000); TR-FRET IN-LEDGF/p75 DNA integration, Eu/Cy5; inhibition, % at 3.7 µM; AID 743269;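 active = inhibition above the screen-wide mean plus 3 SD, cut at about 13% in these data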;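 also: signal is the Cy5 over europium emission ratio at 671 and 618 nm; 0% = plate median of compound wells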
PG9 binder – PG9 antibody binding by small molecule; TR-FRET gp120-PG9 antibody binding; inhibition, % at 6.7 µM; actives 0.43% (n = 360,000); in the data active = inhibition above about 8.5%
* = called active by the depositor; . = no result given; & = joins results of further samples. This is a subset; count on the stated rates, not on these rows.

SMILES	PRMT1 inh	UHRF1 MBD2 ctr	HTRA1 inhibitor	NR1D1 modulator	rCAG RNA binder	ABHD4 inh	TCR-CD3 inh	MBD2 DNA inh	LEDGF integ inh	PG9 binder
O=C(Nc1ccc2nc3n(c(=O)c2c1)CCCCC3)c1ccccc1Cl	-3.0	-0.2	-1.5	1.5	-0.4	1.1	6.5	-0.5	-5.0	-0.4
Cc1ccsc1C(=O)NNC(=O)Nc1ccc(Cl)c(Cl)c1	0.8	5.5	-9.6	0.1	5.9	-3.1	9.0	3.6	-1.5	0.3
NS(=O)(=O)c1cccc(NC(=O)COC(=O)c2cc(-c3ccc(Cl)cc3)nc3ccccc23)c1	-1.6	-6.0	-121.3	-6.6	26.3	-122.8	81.2*	-3.2	0.7	-1.2
CC(C)n1nc(C(=O)Nc2nc3ccccc3[nH]2)c2ccccc2c1=O	4.4	98.2*	-13.9	-2.8	-4.3	0.3	-7.5	2.7	-4.2	-1.5
CCc1nc2c(OCc3ccc(F)cc3)cccn2c1N(C)C(=O)c1ccco1	-0.2	-0.2	.	-3.2	1.7	7.0	-1.4	0.3	-1.9	1.2
Nc1nnnn1/N=C/C=C/c1ccccc1	-0.1	1.0	-14.7	1.2	2.6	3.2	-2.8	2.3	1.1	1.2
CC(O)CNc1nc(NCc2ccccc2)c2cnn(C)c2n1 (stereo not given)	1.6	-0.2	7.1	5.7	-3.5	-8.4	-3.8	2.2	-7.3	-0.9
Cc1ccc(O)c(C(=O)/C=C/c2ccc3c(c2)OCCO3)c1	1.6	1.5	-29.8	-1.0	3.3	-4.2	3.1	2.2	1.3	-0.4
O=C(CSc1nnc2ccc(-c3ccco3)nn12)Nc1ccccc1F	7.3	-0.9	1.7	-16.9	19.6	3.0	5.6	0.1	7.9	-0.8
CCCCc1cc(=O)oc2cc(OCC(=O)NC(Cc3c[nH]c4ccc(O)cc34)C(=O)O)ccc12 (stereo not given)	-5.5	-2.7	-7.1	-0.8	25.7	9.7	3.8	-1.9	2.9	-1.9
CC(=O)NC1CC2CCCC(C1)N2C(=O)Nc1ccccc1 (stereo not given)	-4.9	1.3	-0.5	0.7	2.3	-5.1	10.3	-6.0	-1.0	2.1
CN=C1CC(SC)=C1c1ccc(C)cc1	-1.3	7.3	-6.7	-4.0	0.7	0.0	2.3	5.7	0.3	-3.0
CCCn1cnc2cc(NCc3ccc(Br)cc3)ccc21	3.5	0.7	7.3	2.2	-6.2	7.6	1.9	-1.6	0.6	-2.0
CCOC(=O)c1cc(S(=O)(=O)NC2CCCCC2)cn1C	-3.3	-0.2	6.2	-6.8	-1.9	3.5	30.0*	0.9	1.2	-1.8
CC(=NNc1nc2ccccc2o1)c1cc2ccccc2cn1	-6.4	-13.1	56.1*	-1.9	8.6	15.6	-1.2	-1.6	-2.4	-1.5
CC(C)[C@H](NC(=O)NC1CCCc2ccccc21)C(=O)O (stereo not given in full)	-1.4	0.7	-0.4	2.8	-1.4	4.6	-3.5	0.9	-2.8	-0.4
CCOc1ccc(N(CC(=O)NC2CCCCC2)C(=O)CCC(=O)Nc2cc(C)ccn2)cc1	-8.3	1.4	-2.3	8.8	-1.2	-1.2	7.0	0.8	-1.3	-2.8
CCC(C)n1c(SCC(=O)Nc2ccc3[nH]c(=O)[nH]c3c2)nc2ccccc2c1=O (stereo not given)	10.3	5.6	2.3	-4.1	5.7	-12.9	-6.4	8.2	-1.6	2.7
CCn1c(-c2ccccn2)nc2cc(S(=O)(=O)N(C)C)ccc21	0.6	0.3	3.8	-5.3	-3.8	7.3	10.3	3.8	2.0	0.4
Cc1ccc(C(O)c2nc3ccccc3n2C(C)C)cc1 (stereo not given)	-0.4	1.9	-8.0	3.1	-8.0	2.4	-2.9	-6.4	2.9	2.7

One compound at a time (already shown). Order of values: PRMT1 inh | UHRF1 MBD2 ctr | HTRA1 inhibitor | NR1D1 modulator | rCAG RNA binder | ABHD4 inh | TCR-CD3 inh | MBD2 DNA inh | LEDGF integ inh | PG9 binder
O=C(CSc1nnc2ccc(-c3ccco3)nn12)Nc1ccccc1F is listed as 7.3 | -0.9 | 1.7 | -16.9 | 19.6 | 3.0 | 5.6 | 0.1 | 7.9 | -0.8
Nc1nnnn1/N=C/C=C/c1ccccc1 is listed as -0.1 | 1.0 | -14.7 | 1.2 | 2.6 | 3.2 | -2.8 | 2.3 | 1.1 | 1.2

(next part)
SMILES	PRMT1 inh	UHRF1 MBD2 ctr	HTRA1 inhibitor	NR1D1 modulator	rCAG RNA binder	ABHD4 inh	TCR-CD3 inh	MBD2 DNA inh	LEDGF integ inh	PG9 binder
CCOc1ccccc1-c1cc(NC)ncn1	-0.1	14.0	.	-6.5	-0.6	-0.1	-1.3	4.3	0.0	-0.3
Cc1ccc(C(OCC(O)CN2CCCCC2CO)c2ccccc2)cc1 (stereo not given)	6.5	6.4	1.0	0.9	-5.5	7.6	-5.5	5.9	-0.5	-1.9
CCOC(=O)c1cn2ccc(C)cc2n1	-8.1	1.4	-4.3	-0.3	-2.4	-5.3	3.2	-3.6	6.3	-1.5
O=C(COC(=O)c1cnccn1)Nc1ccc(Cl)cc1C(F)(F)F	0.0	-3.2	-4.2	0.1	0.8	-1.6	5.6	1.1	1.8	-1.3
CCOc1ccc(N(CC(=O)NCc2ccc(F)cc2)S(=O)(=O)c2c(C)noc2C)cc1	5.9	4.4	-4.8	3.3	0.3	-4.7	-1.6	5.3	3.4	-3.0
CCCC(C)(C)C(=O)N1CCC1(C)C(=O)Nc1ccc2c(c1)OCCO2 (stereo not given)	-7.2	0.2	.	-5.9	0.0	-5.7	-7.8	-6.1	6.7	2.4
COc1ccc(Br)cc1C(=O)Nc1ccccc1-c1ccccc1	-1.8	1.5	-32.9	3.9	3.2	-10.0	1.4	2.6	-0.3	0.9
CCN(CC)CCNC(=O)c1ccc2c(c1)ncn2C1CCCCC1	-2.0	4.3	-1.3	4.3	3.2	-5.5	-6.0	-3.0	-1.5	1.3
COC(=O)c1ccc(NC(=O)Nc2ccc(F)cc2)cc1	3.9	0.8	-19.3	5.7	8.0	-33.0	-11.7	0.8	-1.7	0.2
Cn1cnnc1SCC(=O)Nc1cccc(S(=O)(=O)N2CCOCC2)c1	0.4	1.0	1.1	2.5	2.5	-4.4	5.1	-0.1	1.7	-1.6
CN(C)c1ccc(NC(=O)Cn2cc3c(n2)CCCC3)cc1	0.3	2.4	43.7*	0.3	7.7	4.9	-9.4	-3.7	2.4	-1.9
Cc1ccc(/C=C2\SC(N3CCN(C(c4ccccc4)c4ccccc4)CC3)=NC2=O)o1	15.4	-0.8	5.4	-3.1	12.7	18.3	-9.7	-0.1	0.0	2.4
Cc1ccc(SCC2(O)CCN(S(=O)(=O)c3ccc(Cl)cc3)CC2)cc1	-1.1	6.4	-34.6	3.4	2.2	-54.3	-1.1	-1.6	3.5	0.4
CCS(=O)(=O)Nc1ccc(-c2nnc(SCC(=O)OC)o2)cc1	1.3	-1.6	7.2	-7.1	2.5	8.0	4.8	-4.1	-2.2	-1.9
Cc1ccc(N2C(=O)[C@@H]3[C@H](C2=O)[C@H]2C=CC=NN2[C@@H]3C(=O)Nc2ccc(Cl)cc2)cc1	10.4	0.0	-15.6	-5.9	34.2	0.3	1.5	-4.8	1.5	-1.5
COc1ccc(C)cc1NC(=S)N1CCN(S(C)(=O)=O)CC1	-1.1	0.2	7.8	0.1	-1.3	0.4	6.5	-6.4	2.5	-2.3
O=C(O)c1cnn(-c2ccccc2)c1C(F)(F)F	-0.6	-6.5	3.6	-3.1	-2.0	8.0	6.2	0.6	1.7	-4.2
Cc1ccc(C(=O)Nc2nc(C)c(C(=O)N(C)C)s2)o1	1.8	-0.8	-5.2	-2.2	3.6	6.0	2.5	-0.7	-2.9	-0.8
O=C1C2CCc3ccccc3C2N1c1ccccc1 (stereo not given)	-1.0	-0.4	-14.0	-7.8	-1.1	-0.9	-0.3	3.9	-0.6	0.2
COc1ccc(O)c(-c2cc(-c3ccccc3Cl)[nH]n2)c1	0.8	3.0	-11.2	1.9	12.3	1.2	-5.3	-0.5	-5.4	-2.3
Cc1ccc(S(=O)(=O)N(C)C)cc1NC(=O)COC(=O)C1CC(=O)N(c2ccc3c(c2)OCCO3)C1 (stereo not given)	3.9	0.4	2.9	-2.4	-1.6	3.5	0.3	-4.6	-1.6	-1.0
COc1ccccc1N1C(N)=NC(N)=NC1(C)C	3.0&-1.5	5.9&0.8	2.9&-0.7	-6.1&0.2	1.2&2.5	-10.7&4.9	-8.1&4.4	7.9&-2.7	4.4&-1.5	1.0&-2.2
COc1c(S(=O)(=O)N2CCCCC2)ccc2c(S(=O)(=O)N3CCCCC3)cccc12	1.6	7.4	-0.1	0.7	0.5	-3.8	-2.8	1.8	3.1	-2.6
COc1ccc(NS(=O)(=O)c2cc(C(=O)N3CCN(C(C)=O)CC3)ccc2Cl)cc1	-1.4	-1.7	4.2	1.2	3.5	2.1	4.5	-2.4	1.0	-2.6
CCOC(=O)CCCCCC(=O)Nc1ccc2c(c1)C(=O)N([C@@H](C)CO)C[C@@H](C)[C@H](CN(C)C(=O)c1ccncc1)OCCCC[C@H](C)O2	-2.8	0.5	2.5	4.0	-0.3	-1.5	3.4	-3.2	3.5	1.2
COc1cc(OC)c(C(=O)NCCCN2CCOCC2)cc1OC	0.8	5.8	4.7	-1.3	-3.0	-1.1	-0.7	4.3	-4.5	0.6
Clc1ccc(-n2nnnc2CN2CCOCC2)cc1Cl	2.4	0.7	-1.7	-0.8	-5.1	-8.6	-7.3	-3.8	-1.4	-0.2
CCOCCCN1C(=O)C(O)=C(C(C)=O)C1c1cccs1 (stereo not given)	5.2	0.1	4.0	0.9	3.2	0.2	1.6	6.7	0.3	0.8
O=C(O)c1ccc(N2C(=O)/C(=C/C=C/c3ccccc3)SC2=S)cc1	7.7	16.8	-8.3	-2.3	13.4	-3.7	3.9	7.6	-0.1	-1.6
CC(Oc1ccc([N+](=O)[O-])cc1)C(=O)NCCCN1CCOCC1 (stereo not given)	-3.6	-1.9	1.5	-1.9	0.7	7.9	4.1	-2.3	0.1	-4.6
N#Cc1ccccc1S(=O)(=O)N1CCN(C(=O)CN(Cc2ccco2)Cc2cccs2)CC1	1.1	0.2	-8.6	-8.4	2.7	0.0	4.2	-1.7	2.7	-0.6
O=C(c1sccc1Cl)N1CCN(Cc2ccc3c(c2)OCO3)CC1	2.0	-1.4	5.5	3.0	-6.1	2.3	-3.8	2.5	1.6	-0.6
c1csc(-c2nnc(-c3ccc(N4CCOCC4)cc3)o2)c1	-1.6	0.3	-4.4	-1.4	-1.9	-0.5	-1.5	-4.5	0.3	3.8
CCCCNC(=O)C1CCCNC1=O (stereo not given)	0.7	0.5	-7.2	3.3	-2.4	1.6	-8.8	0.3	-1.3	1.2
Cc1c(C(=O)NCc2ccc3c(c2)OCCO3)sc(=O)n1Cc1ccccc1C(F)(F)F	3.0	-0.7	.	-10.5	0.7	-8.8	-8.4	3.5	1.6	0.8
COc1ccc2c(C)cc(SCC(=O)Nc3nsc(-c4ccc(C)cc4)n3)nc2c1	-2.1	-1.6	-3.9	4.5	0.5	-6.1	1.1	-3.7	5.3	-0.1
Cc1ccn2cc(CCNS(=O)(=O)c3ccc([N+](=O)[O-])cc3)nc2c1	-3.6	-0.9	5.5	-2.1	2.0	2.2	3.2	-4.9	0.2	0.4
COC(=O)CCCN=C1SCCN1Cc1ccccc1	-5.7	-2.9	2.7	-0.1	-1.5	-10.8	-4.9	-2.0	5.0	-0.1
